Anthrax LF prot – Bacillus anthracis LF protease inhibitors, primary screen, biochemical, multiplex microsphere, MLPCN library; AID 588501, 2011; actives 0.12% (n = 360,000); multiplex microsphere protease cleavage assay; inhibition, % at 10 µM; note: plate controls were buffer without enzyme for full effect and enzyme alone for no effect
SSB-PriA inh – inhibitors of Klebsiella pneumoniae PriA binding to SSB C-terminal tail, primary screen, biochemical, AlphaScreen | AlphaScreen SSBct-PriA binding, biotinylated peptide | PriA–SSB C-terminal tail interaction (Klebsiella pneumoniae) | actives 0.6% (n = 430,000) | inhibition, % at 33 µM; in the data active = inhibition mostly above about 37%, no sharp cut-off; inactive = mostly below about 20%;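 note: plate controls were negative control peptide for no effect and reference peptide for full effect; strong numbers were not always called active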
3CLpro inhibitor – SARS-CoV 3CLpro protease inhibitors, primary screen, biochemical, quenched FRET | Replicase polyprotein 1ab (Severe acute respiratory syndrome coronavirus), P0C6X7 | recombinant SARS-CoV 3CLpro, quenched FRET peptide cleavage | inhibition, % at 6 µM | actives 0.14% (n = 290,000) | AID 1706, 2009; in the data active = inhibition above about 12%
PrPC surface inh – inhibitors of human cell surface prion protein PrPC, primary screen, cell-based, TR-FRET; TR-FRET read-out; inhibition, % at 13.8 µM; actives 0.43% (n = 370,000); in the data active = inhibition above about 24%; note: 0% = median of the test wells and 100% = reference compound wells
Y pestis TopoI – Yersinia pestis topoisomerase I inhibitors, primary screen, biochemical, cleavage product accumulation, plate reader, single point | DNA topoisomerase I (Yersinia pestis CO92) | activity, % at 10 µM | actives 0.064% (n = 360,000) | Y. pestis Topo-I cleavage product accumulation; in the data active = activity above about 50%, passing the limit was not always enough; note: inactives centre near 2
TcdB GH inh – TcdB glycohydrolase inhibitors, primary screen, biochemical, single point, plate reader; Toxin B (Clostridioides difficile), P18177; TcdB glycohydrolase enzymatic assay; inhibition, % at 9.99 µM; actives 0.24% (n = 350,000); in the data active = inhibition above about 10%
PfHsp40 rescue – rescue of yeast from PfHsp40 toxicity, primary screen, S. cerevisiae, ATP luminescence. S. cerevisiae expressing PfHsp40, growth rescue. AID 504582, 2011. growth rescue, % at 12.5 µM. actives 0.68% (n = 340,000); in the data active = growth rescue above about 28%, passing the limit was not always enough;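 note: yeast W303a lacking pdr1 and pdr3 grown in galactose medium; growth measured after three days at 30 °C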
Vc quorum ag – inducers of Vibrio cholerae quorum light production without autoinducers, primary screen, BH1578 luxS cqsA deficient, single point | activation, % at 18.7 µM | AID 588436, 2011 | V. cholerae BH1578 lux reporter, luminescence, 6 h | actives 0.16% (n = 350,000); in the data active = activation mostly above about 9.7%, no sharp cut-off; note: not every result past the cut was called active; inactives centre near 0; reference of the scale not given here
BoNT A protease – BoNT/A light chain protease inhibitors, primary screen, biochemical, flow cytometry, MLPCN library. Botulinum neurotoxin type A light chain protease (Clostridium botulinum A str. ATCC 3502). multiplex microsphere protease substrate cleavage. inhibition, % at 10 µM. actives 0.17% (n = 360,000). AID 588499, 2011; note: plate controls were buffer without enzyme for full effect and enzyme alone for no effect
An asterisk follows results filed as active; i = inactive; / = no result given; & = joins results of further samples. Cut-off read from the data, not from the text of the source, unless noted: active = inhibition above about 30%; inconclusive = no clear call, values can overlap the other calls; inactive = below that.

SMILES | Anthrax LF prot | SSB-PriA inh | 3CLpro inhibitor | PrPC surface inh | Y pestis TopoI | TcdB GH inh | PfHsp40 rescue | Vc quorum ag | BoNT A protease
O=C(CCOc1ccccc1)Nc1ccc(S(=O)(=O)N2CCCC2)cc1 | -5 | -13 | 1 | 1 | 5 | / | -0.2 | 0.7 | -0.2
COc1ccc(-n2c(=O)/c(=C\c3cccs3)s/c2=C(/C#N)C(=O)N2CCN(C)CC2)cc1 | -2 | / | -2 | -24 | 9 | -1.0 | -1.6 | i | 0.3
CCc1nc2c(OCc3ccc(C(=O)OC)cc3)cccn2c1N(C)C(=O)c1ccc(C)cc1 | -4 | / | / | 1 | 20 | 0.0 | / | -0.6 | -0.4
COc1ccc(C(NC(=O)c2ccc(-c3ccccc3)cc2)c2ccccc2)cc1 (stereo unspecified) | -2 | 4 | 1 | 2 | 11 | / | 1.2 | -3.1 | -0.1
Cc1coc(NC(=O)CSc2nc(-c3ccc(Cl)cc3)cc(C(F)(F)F)c2C#N)n1 | 1 | -12 | 5 | -2 | 9 | / | 0.7 | -3.1 | 0.7
CSc1c(CN2CCN(C)CC2)c2ccccc2n1C | 5 | -7 | / | 5 | -1 | 0.5 | / | i | -3.2
CC(C)c1nc(NCCO)c2nnn(Cc3ccccc3)c2n1 | -6 | -4 | -1 | 0 | 9 | 1.3 | -0.2 | -0.7 | -0.4
CC(=O)c1ccc(N2CCN(C(=O)C(=O)c3c(C)[nH]c4ccccc34)CC2)cc1 | 4 | 4 | 3 | -1 | 9 | 0.7 | -0.3 | i | 4.0
Cn1c(=O)oc2cc(S(=O)(=O)N3CCN(c4cccc(Cl)c4)CC3)ccc21 | 0 | -10 | -3 | -3 | -4 | / | -0.4 | i | 2.3
COCCN(CCOC)c1nc(-c2ccc(Cl)cc2)nc2ccccc12 | 2 | -34 | 3 | 4 | -3 | -11 | 0.7 | -0.4 | -1.9
COCC(=O)Nc1cc(Cl)ccc1C | -4 | -8 | 0 | 2 | 5 | -0.7 | -0.6 | i | -0.2
CCc1nc2sc3c(=O)[nH]cnc3c2c2c1CSC(C)(C)C2 | -7 | 5 | 1 | 9 | 2 | 0.9 | 0.1 | i | 0.1
COCCNC(=O)CN1C(=O)CC(C)(C)S(=O)(=O)c2ccccc21 | 1 | 4 | -2 | 3 | -10 | 0.8 | -1.8 | -0.4 | -1.0
Cc1cc(C)c2c(=O)[nH]c(SCC(=O)NCc3ccccc3)nc2n1 | 2 | -9 | 4 | -6 | -11 | 0.6 | -0.5 | 0.9 | -0.1
O=C(NCc1ccc(F)cc1)c1c2c(nc3ccccc13)CCC2 | -1 | -3 | 2 | -12 | -3 | 0.6 | -0.2 | -0.7 | 1.1

The final three entries of the section above open the next one:
SMILES | Anthrax LF prot | SSB-PriA inh | 3CLpro inhibitor | PrPC surface inh | Y pestis TopoI | TcdB GH inh | PfHsp40 rescue | Vc quorum ag | BoNT A protease
COCCNC(=O)CN1C(=O)CC(C)(C)S(=O)(=O)c2ccccc21 | 1 | 4 | -2 | 3 | -10 | 0.8 | -1.8 | -0.4 | -1.0
Cc1cc(C)c2c(=O)[nH]c(SCC(=O)NCc3ccccc3)nc2n1 | 2 | -9 | 4 | -6 | -11 | 0.6 | -0.5 | 0.9 | -0.1
O=C(NCc1ccc(F)cc1)c1c2c(nc3ccccc13)CCC2 | -1 | -3 | 2 | -12 | -3 | 0.6 | -0.2 | -0.7 | 1.1
CN1CCN(S(=O)(=O)c2ccc(Nc3ccc(F)cc3)nc2)CC1 | -6 | -7 | / | -1 | -4 | -1.3 | -0.4 | i | -9.5
COc1cccc(C2c3[nH]c4ccccc4c3C[C@H]3C(=O)N(C4CCN(Cc5ccccc5)CC4)CC(=O)N23)c1 (stereo partly specified) | -10 | 12 | 1 | -10 | 4 | -0.8 | 1.1 | i | -0.6
CCOC(=O)CSc1ccc(C(=O)NCCN2CCOCC2)cc1[N+](=O)[O-] | 0 | -1 | 2 | -22 | 3 | 1.0 | 0.6 | -1.1 | -3.0
O=C(NN1CCCCC1)c1ccccc1 | 0 | 1 | 9 | 0 | 6 | 1.6 | 1.8 | -0.6 | -1.3
CCOc1ccc(C(=O)CCc2nc3ccccc3s2)cc1 | -6 | -6 | 0 | -1 | 34 | / | 12 | i | 0.6
Cc1ccc(C(=O)Nc2cccc(C(=O)N/N=C/c3ccc(O)cc3)c2)cc1 | -6 | / | 4 | -5 | -8 | 3.6 | -0.9 | -0.3 | -1.7
O=C(Nc1cc(C(F)(F)F)cc(C(F)(F)F)c1)Nc1cnn(-c2ccc([N+](=O)[O-])cc2)c1C(F)(F)F | / | -2 | -1 | -5 | -2 | 0.4 | -2.3 | -1.6 | /
CCN(C(=O)COC(=O)c1ccccc1NCCO)c1cccc2ccccc12 | -7 | -22 | / | -4 | -2 | 0.6 | -0.1 | i | 4.6
CCOc1ccc(C(O)(CCC(C)C)C(CN2CCOCC2)c2ccccc2)cc1 (stereo unspecified) | -1 | 19 | -4 | 4 | 15 | 2.0 | -0.7 | i | -2.8
COc1cc2c(cc1OC)C(c1ccccc1[N+](=O)[O-])N(C(C)=O)CC2 (stereo unspecified) | 6 | -2 | -4 | -8 | -2 | 0.6 | 1.3 | i | 2.1
COC(=O)Cn1cc(/C=C/c2cc[n+](C)cc2)c2ccccc21 | 4 | -6 | -8 | -31 | -4 | -0.1 | 0.6 | -0.4 | 1.4
CC(=O)Nc1cccc(-c2nc3ccccc3[nH]2)c1 | -1 | -5 | 4 | -4 | -2 | 5.2 | -0.8 | -1.8 | -0.6
CC1(c2cccc(Br)c2)NC(=O)N(CC(=O)Nc2ccc(F)cc2)C1=O (stereo unspecified) | 10 | -16 | 2 | -1 | -9 | 1.6 | 0.0 | -0.3 | -4.6
O=C(O)c1cncc(C#Cc2ccccc2)c1 | -11 | -2 | 1 | 4 | 16 | -1.0 | -2.8 | -0.5 | -0.6
O=C(NC1CCCN(CCc2ccccc2)C1)c1c[nH]c2ccccc12 (stereo unspecified) | -9 | 3 | -2 | -6 | 4 | -0.9 | 2.3 | -0.9 | -0.6
Cc1ccc(-c2cc(C(=O)N3CCC(C)CC3)c3ccccc3n2)cc1 | 3 | -5 | 1 | 0 | 23 | 2.0 | 0.5 | -0.4 | 2.2
N/C(=N\S(=O)(=O)c1cc(C(F)(F)F)cc(C(F)(F)F)c1)c1ccc(Cl)cc1 | -5 | / | 14* | 10 | 5 | -0.6 | 9.2 | i | -1.3
CN(c1ccccc1)S(=O)(=O)c1ccc(Cl)c(C(=O)OCC(=O)NC2CCS(=O)(=O)C2)c1 (stereo unspecified) | -12 | -8 | 4 | 3 | 2 | 2.3 | -0.1 | i | -2.1
N#CSC(c1ccccc1)c1nc2ccccc2[nH]c1=O (stereo unspecified) | -2 | 14 | -1 | 3 | -6 | 0.4 | 1.1 | i | -0.2
COC(=O)c1c(NC(=O)C(=O)N2CCOCC2)sc2c1CCCC2 | 3 | 0 | 0 | -2 | 23 | 1.6 | -0.8 | i | 0.2
N#Cc1c(N)[nH]c(C(=O)c2ccccc2)c1-c1ccc(Cl)cc1 | 2 | / | / | -8 | / | 1.4 | / | / | -0.9
Cc1ccc(C)c2[nH]c(=O)c(CCNC(=O)c3ccc(S(=O)(=O)N4CCCC4)cc3)cc12 | 0 | 0 | -1 | 0 | 30 | 0.7 | 1.4 | -1.1 | 0.5
COC(=O)[C@@]1(Cc2ccc(OC)cc2)[C@H]2c3cc(C(=O)N4CCCC4)n(Cc4cc(C)n(C)n4)c3C[C@H]2CN1C(=O)c1ccccc1 | -6 | / | / | -10 | / | 0.4 | / | / | -0.9
Cc1cc(=O)[nH]c(SCc2nnc(-c3ccccc3)o2)n1 | -1 | 5 | 2 | 7 | -2 | / | -1.0 | -0.3 | -0.4
Cc1cc(NC(=O)C(C)SCC(=O)N(C)Cc2ccccc2F)no1 (stereo unspecified) | 0 | -7 | / | -6 | 6 | 1.4 | 0.1 | 0.8 | -0.6
Cc1ccc2sc(NNC(=O)C3=COCCO3)nc2c1C | -3 | 16&-15 | 0 | 1 | 8 | -0.7 | 19 | -0.3 | 0.6
COc1ccc(-c2noc(CN(C(=O)c3cccs3)C(C)C)n2)cc1 | -2 | -14 | -3 | 6 | -8 | / | -0.2 | i | -0.2
Cc1ccc(-c2nnc(CCC(=O)N(C)Cc3nccs3)o2)s1 | 6 | -6 | 2 | 5 | 4 | 2.1 | -0.5 | -0.6 | -0.7
COC(=O)c1cc(NC(=O)c2cccnc2)ccc1N1CCOCC1 | -2 | 3 | 3 | -4 | 7 | -1.4 | -0.5 | -0.3 | -0.4
COc1ccc(C(=O)NC2CCCc3ccccc32)cc1Br (stereo unspecified) | -1 | -11 | 1 | -2 | 23 | 0.2 | -0.4 | -0.3 | -0.5

Overlap with the part before: four compounds; new compounds follow.
SMILES | Anthrax LF prot | SSB-PriA inh | 3CLpro inhibitor | PrPC surface inh | Y pestis TopoI | TcdB GH inh | PfHsp40 rescue | Vc quorum ag | BoNT A protease
COc1ccc(-c2noc(CN(C(=O)c3cccs3)C(C)C)n2)cc1 | -2 | -14 | -3 | 6 | -8 | / | -0.2 | i | -0.2
Cc1ccc(-c2nnc(CCC(=O)N(C)Cc3nccs3)o2)s1 | 6 | -6 | 2 | 5 | 4 | 2.1 | -0.5 | -0.6 | -0.7
COC(=O)c1cc(NC(=O)c2cccnc2)ccc1N1CCOCC1 | -2 | 3 | 3 | -4 | 7 | -1.4 | -0.5 | -0.3 | -0.4
COc1ccc(C(=O)NC2CCCc3ccccc32)cc1Br (stereo unspecified) | -1 | -11 | 1 | -2 | 23 | 0.2 | -0.4 | -0.3 | -0.5
COc1ccc(CN2CCNC(=O)C2CC(=O)O)c(OC)c1 (stereo unspecified) | -2 | -1 | 1 | 10 | -4 | -2.2 | 0.4 | -0.3 | -0.4
COc1ccc(Cl)cc1C(=O)n1cnc2ccccc21 | -3 | -8 | -9 | 2 | 11 | -0.1 | -0.7 | -2.0 | -1.0
CCN(CC(=O)Nc1ccccc1C(F)(F)F)C(=O)CN1C(=O)NC(C)(c2ccccc2)C1=O (stereo unspecified) | 0 | 0 | / | 5 | -13 | 1.2 | 0.2 | i | -0.9
O=C(Nn1cnnc1)c1cc(Cl)ccc1Cl | 9 | -23 | 2 | -8 | 2 | 1.0 | -0.8 | i | 0.9
COc1ccc(NC(=O)CN(C)C(=O)CCC(=O)c2ccc(C)cc2)cc1 | -4 | -3 | / | 5 | -6 | 6.8 | -0.8 | i | -2.5
CCOC(=O)C1=NOC2(C1)C(=O)Nc1c(Cl)cccc12 (stereo unspecified) | 4 | / | / | 9 | / | -0.1 | / | / | -0.5
O=C(NCCSc1ccccc1)c1ccccc1 | / | -21 | -2 | 6 | 8 | / | 1.4 | -0.6 | /
CN(C(=O)COC(=O)c1ccccc1C(=O)N(C)c1ccccc1)c1ccccc1 | -6 | -9 | -5 | -2 | -5 | 1.1 | 1.2 | -0.3 | -0.3
COC(=O)COc1ccc2cccc(-n3cnnn3)c2c1 | -6 | 1 | -1 | 6 | 10 | 1.1 | 0.7 | -0.2 | -0.4
O=C(Nc1cccc2ncccc12)c1ccccc1[N+](=O)[O-] | -7 | -2 | -6 | -15 | -4 | -0.3 | -0.7 | -0.4 | -2.1
O=C(NC1C2CC3CC(C2)CC1C3)c1ccc(Br)o1 (stereo unspecified) | 2 | -2 | -1 | -8 | 11 | 1.0 | 0.0 | -0.5 | -5.7

The list is partial; rates above refer to the full screens.
